# NRP1-CendR mod: NRP-1/CendR interaction modulation | FAM-RPARPAR peptide binding to NRP-1, fluorescence polarization | inhibition, % at 25 µM | 0.85% of 360,000 active | AID 602438;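 active means inhibition or corrected inhibition above about 18%, plus a signal ratio from 0.5 to 1.5, limit read from the data, passing the limit was not always enough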; further: strong numbers were not always called active
# MT1-MMP act inh: blocks activation of human MT1-MMP | HT1080 RFP-PRO-GFP cells, GFP/RFP ratio fluorescence, overnight; percent of plate control window, DMSO zero | GFP/RFP ratio change, % at 20 µM | 0.061% of 360,000 active;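 active means GFP/RFP ratio change of at least 30% with cell ATP level not reduced by more than half and red fluorescence within 50% of control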; further: strong numbers were not always called active
#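 Assay system: HT1080 RFP-PRO-GFP cells | Dosing: 20 µM single dose, 1% DMSO | Incubation: Cells overnight before dosing, compound overnight, 37 °C, 5% CO2 | Evaluation: GFP/RFP fluorescence ratio | Control set: DMSO-only wells and HT1080 RFP-L50D-GFP cell wells as references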
# MLLE-PAM2 inh: blocks PAM2 peptide binding to the PABP1 MLLE domain. P11940. GST-MLLE / FITC-PAM2 fluorescence polarization. inhibition, % at 20 µM. 0.36% of 360,000 active. AID 588489; in the data active means inhibition above about 35%, passing the limit was not always enough;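 further: plate controls were DMSO wells with GST-MLLE for no effect and wells lacking GST-MLLE protein for full effect; some results filed as inactive read as strong as hits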
# bovine MsrA act: activates bovine MsrA enzyme; activation, % at 10.6 µM; AID 602163; purified bovine MsrA, absorbance read-out; 0.3% of 360,000 active; in the data active means activation above about 7.5%;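 further: 0% = vehicle and 100% = reference activator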
# FAS-TE inh: blocks the thioesterase domain of human fatty acid synthase; 0.67% of 360,000 active; P49327; recombinant FAS-TE, OMFH fluorogenic substrate, fluorescence endpoint; inhibition, % at 15 µM;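 active means compounds whose normalised, plate-corrected inhibition of enzyme fluorescence in the single-dose primary screen is 50% or more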;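 further: 0% = DMSO with enzyme and 100% = substrate without enzyme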
# Neddylation inh: cullin neddylation inhibition | P61081+Q13564 | 0.58% of 360,000 active | calls only at 25 µM | TR-FRET cullin neddylation, biochemical; in the data active means inhibition above about 36%
# Target sequence (P61081 whole entry, looked up): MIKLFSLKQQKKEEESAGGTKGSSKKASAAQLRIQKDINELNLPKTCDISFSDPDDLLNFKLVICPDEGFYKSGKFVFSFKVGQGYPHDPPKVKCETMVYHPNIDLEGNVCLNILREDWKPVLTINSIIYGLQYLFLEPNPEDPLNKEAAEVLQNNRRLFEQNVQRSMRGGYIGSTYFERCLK
# Target sequence (Q13564 whole entry, looked up): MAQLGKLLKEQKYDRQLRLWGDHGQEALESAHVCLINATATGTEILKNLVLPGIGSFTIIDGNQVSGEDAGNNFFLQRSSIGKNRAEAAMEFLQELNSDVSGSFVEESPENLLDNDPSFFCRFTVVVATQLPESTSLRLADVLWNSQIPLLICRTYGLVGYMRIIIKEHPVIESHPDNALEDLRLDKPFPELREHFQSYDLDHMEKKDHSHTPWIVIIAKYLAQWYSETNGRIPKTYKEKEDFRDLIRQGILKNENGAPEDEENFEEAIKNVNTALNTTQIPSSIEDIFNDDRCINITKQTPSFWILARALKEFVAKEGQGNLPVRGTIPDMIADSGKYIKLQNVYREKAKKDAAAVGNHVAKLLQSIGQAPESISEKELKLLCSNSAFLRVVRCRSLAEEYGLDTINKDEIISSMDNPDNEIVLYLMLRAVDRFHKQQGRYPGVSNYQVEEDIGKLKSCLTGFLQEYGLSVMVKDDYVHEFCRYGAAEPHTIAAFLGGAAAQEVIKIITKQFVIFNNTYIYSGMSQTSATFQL
# SKN-1 inh: inhibitors of C. elegans SKN-1 | C. elegans VP596 Pgst-4::GFP/RFP ratio, acrylamide-induced, 24 h | inhibition, % at 21.8 µM | 0.49% of 360,000 active | AID 624304;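 active means interference check ratio from 0.5 to 1.5 plus GFP to RFP signal ratio inhibition reaching or exceeding a fixed threshold, cut at about 30% in these data, passing the limit was not always enough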; further: some compounds called inactive have numbers as strong as hits
# eLon inh: inhibitors of E. coli Lon protease | P0A9M0 | purified E. coli Lon protease, fluorescence polarization | inhibition, % at 7.94 µM | 0.42% of 360,000 active; in the data active means inhibition above about 13%, passing the limit was not always enough;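 further: 0% = enzyme with probe and DMSO and 100% = no enzyme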
# Rin1 Abl inh: human Rin1-Abl interaction inhibition | 0.4% of 360,000 active | inhibition, % at 7.35 µM | TR-FRET Rin1/Abl binding, biochemical; in the data active means inhibition above about 5%, passing the limit was not always enough
# Starred values were filed as active, the others as inactive; i = inactive; nt = no result given; + = active, no number.
# Each structure is followed by: NRP1-CendR mod	MT1-MMP act inh	MLLE-PAM2 inh	bovine MsrA act	FAS-TE inh	Neddylation inh	SKN-1 inh	eLon inh	Rin1 Abl inh
(1) CN(C)N1C(N)=C(C#N)C(c2ccccc2)C2=C1CCCC2=O (centres undefined)
→ 9	2	-4	-12	5	i	1	4	1
(2) COC(=O)C(NC(C)=O)(Nc1ccccc1)C(=O)OC
→ 7	-2	15	-3	-5	i	9	2	-2
(3) CCN1C[C@@H]2[C@@H]3C(=O)N(C)C(=O)[C@@H]3[C@](CC)(C1=O)N2C(=O)c1ccc(Cl)cc1
→ 10	-1	12	-1	-11	i	-3	-1	3
(4) COc1ccc(CCn2c(-n3nc(C)cc3C)nc3c2c(=O)[nH]c(=O)n3C)cc1
→ 2	-1	-1	-3	-6	i	12	9	-1
(5) Cn1c(=NC(=O)C2=NNC(=O)CC2)sc2ccccc21
→ 3	-2	2	-4	-4	i	6	-1	-4
(6) Clc1ccc(CSc2nnc(-c3cccnc3)n2Cc2ccco2)c(Cl)c1
→ -43	-24	-34	-3	13	i	12	-37	-1
(7) Cc1ccc(C(O)P(=O)(OCCC(C)C)c2ccc(N(C)C)cc2)cc1 (centres undefined)
→ 4	-1	25	0	11	i	7	-2	2
(8) O=C(NC1CCCC1)c1cc(S(=O)(=O)N2CCCC2)ccc1Cl
→ 16	-2	5	-4	-4	i	12	0	7.6*
(9) C[C@H](NS(=O)(=O)c1ccc(Cl)cc1)C(=O)OCC(=O)Nc1cc(S(=O)(=O)N2CCOCC2)ccc1Cl
→ -9	1	1	-8	-3	i	8	-1	0
(10) Cc1nc(NCCc2cnc[nH]2)c2oc3ccccc3c2n1
→ 19	1	-11	-2	-11	i	5	0	-2
(11) COc1ccc2c(c1)c1ccc3c(c1n2C)C(=O)C=CC3=O
→ 3	-2	49*	-11	13	nt	-19	-3	-3
(12) CC(=O)Nc1ccc(-c2csc(Nc3ncccn3)n2)cc1
→ 6	1	-14	-2	-1	i	0	3	0
(13) COC(=O)c1cc(S(=O)(=O)Nc2cc(OC)cc(OC)c2)c[nH]1
→ -11	2	1	-3	-2	i	20	-8	-4
(14) C=CCNC(=S)N(C1CCCCC1)C1CCCCC1
→ 12	nt	-17	-11	4	i	-3	4	0
(15) COc1ccc(C(=O)N2CCC(C)(C(=O)NS(=O)(=O)C3CC3)C2)c(OC)c1 (centres undefined)
→ -113	3	1	-1	-11	i	7	-9	-5
(16) Cc1nc(Cl)c(C(=O)NC(=O)NCc2ccccc2)c(C)c1Cl
→ 0	5	-12	-4	24	i	-1	-8	0
(17) O=C(O)c1cccc(N2C(=O)c3ccc(Oc4ccc(Cl)cc4)cc3C2=O)c1
→ 18	2	13	-3	29	i	-5	9	3
(18) COCCN1Cc2cccc(C(=O)Nc3cccnc3)c2C1=O
→ 8	2	-1	-2	-6	i	9	-7	-1
(19) CCCn1nc2cc(C(=O)NCc3ccc4c(c3)OCO4)ccc2c1OCC
→ -11	1	10	-3	-4	nt	4	-5	1
(20) COc1cc(OC)cc(C(=O)N2CCN(C3CCC(C)CC3)CC2)c1 (centres undefined)
→ 0	3	-11	-4	-2	i	-9	-5	-1
(21) O=C(COC(=O)c1cc(=O)[nH]c2ccccc12)c1ccccc1
→ 5	2	-10	-1	-3	i	11	10	1
(22) COc1cc(/C=C2\SC(=O)NC2=O)ccc1Oc1ccc([N+](=O)[O-])cc1[N+](=O)[O-]
→ -28	-4	0	-1	-4	i	3	-7	0
(23) CN(C)/C=N/c1nc2nccc(-c3ccc(Cl)cc3)n2n1
→ 1	0	-2	1	-5	nt	3	-1	-1
(24) Cc1ccc(OCC(=O)N2CCCC(CO)(CCOc3ccccc3)C2)cc1 (centres undefined)
→ 4	3	-1	-5	4	i	-1	9	5
(25) CC(C)Cn1c(N)c(C=O)c(=O)n(C)c1=O
→ 4	-2	0	-1	-4	i	2	-6	2
(26) O=C(NC1CC1)c1nc(Cn2cc([N+](=O)[O-])cn2)no1
→ 12	0	13	1	-7	i	6	-4	-1
(27) COc1ccc(COC(=O)C2CCN(S(=O)(=O)c3cccs3)CC2)cc1
→ 9	4	1	-1	23	i	23	-12	1
(28) O=C(NC(C(=O)N/N=C/c1ccncc1)c1n[nH]c(=O)c2ccccc12)c1ccccc1 (centres undefined)
→ 2	1	3	-8	-3	i	-20	-9	-3
(29) COc1ccccc1C(=O)NCC(=O)OCCCOC(=O)CNC(=O)c1ccccc1OC
→ 20	1	-20	-2	1	i	1	-7	2
(30) CN(C)C(=O)c1ccc(COc2ccccc2Br)o1
→ 8	2	-10	0	-7	i	18	4	-5
(31) COc1ccc(NS(=O)(=O)c2cn(C)c(=O)n(C)c2=O)cc1
→ 5	2	11	-4	-6	i	6	-2	1
(32) O=C(O)c1cc(NCc2ccc3c(c2)OCO3)ccc1N1CCOCC1
→ 5	0	10	-11	-10	+	-14	1	0
(33) COc1cccc(C2=NOC(C(=O)NCc3ccccc3)C2)c1 (centres undefined)
→ -4	6	12	7	-6	i	21	-6	2
(34) COc1ccc(NC(=O)Nc2ccc3c(c2)C(=O)N([C@H](C)CO)C[C@H](C)[C@H](CN(C)Cc2ccc(C(=O)O)cc2)OCCCC[C@@H](C)O3)cc1
→ 3	-5	-15	-1	-4	i	17	8	-4
(35) COC(=O)c1ccccc1NC(=O)CSc1nc(Nc2ccccc2)nc(N2CCOCC2)n1
→ 1	-1	-4	-6	25	i	-2	5	3
(36) CC(C)C1(c2ccsc2)NC(=O)NC1=O (centres undefined)
→ 12	1	-19	1	-10	i	9	-7	1
(37) CC(CCc1ccccc1)NC(=O)COC(=O)C(CCC(N)=O)NC(=O)c1ccc(F)cc1 (centres undefined)
→ 19	-2	4	-3	5	i	4	-2	2
(38) CCCCCn1c(Sc2nc3ccccc3s2)nc2c1c(=O)[nH]c(=O)n2C
→ -3	-8	9	-1	5	i	-7	-5	-2
(39) CC1CN(CC(=O)N2CCc3[nH]c4ccccc4c3C2)CC(C)O1 (centres undefined)
→ 6	-5	19	-4	-9	i	7	-3	0
(40) Nc1c(C(=O)Nc2ccc3c(c2)OCCO3)nnn1Cc1ccccc1
→ -16	1	0	-3	5	i	4	4	-2
(41) Cc1ccc(NCc2nnc(SCC(=O)OC3CCCCC3)o2)c(C)c1
→ -11	3	4	-11	8	i	-25	1	-2
(42) CCC1(c2ccccc2)NC(=S)N(c2ccc(C)c(C)c2)N1 (centres undefined)
→ 16	3	1	-2	4	i	1	-10	3
(43) COc1cc2sc(-c3ccccc3OC)c(-c3ccc(OCCN4CCCCC4)cc3)c2cc1OC
→ 19	10	11	-2	10	i	-13	7	1
(44) Cc1cccc(NC(=O)c2nnn(-c3cccc(C(F)(F)F)c3)c2N)c1
→ 4	2	7	-4	-4	i	16	5	-2
(45) CC(=O)C1=C(C)NC(=O)NC1c1cc(Br)ccc1OCC#N (centres undefined)
→ 0	4	1	-9	-4	i	8	4	0
(46) CCC(C)NC(=O)CSc1ccc(S(=O)(=O)N(C)C2CCCCC2)cn1 (centres undefined)
→ 3	4	-10	-1	-3	i	10	0	0
(47) C[C@]1(CC/C(=C/CO)CO)[C@H](C=O)CC[C@@]23COC(=O)C2=CCC[C@@H]31
→ -10	5	-2	-6	-5	i	-5	4	0
(48) CNC[C@H]1Oc2c(NC(=O)C3CC3)cccc2C(=O)N([C@H](C)CO)C[C@@H]1C
→ -10	3	3	1	-11	i	16	13	4
(49) Cc1sc2nc(CSc3ccc([N+](=O)[O-])c(C(F)(F)F)c3)[nH]c(=O)c2c1C
→ -57	-13	-73	-10	13	i	9	-44	-5
(50) CC1CN(C(=O)CSc2nnc(-c3ccncc3)n2-c2ccccc2)CC(C)O1 (centres undefined)
→ 1	-3	-3	-5	-4	i	3	-2	0
(51) CN(C)c1ccc(C(CC(=O)c2ccccc2)C2CCCCC2=O)cc1 (centres undefined)
→ -4	1	-11	-4	6	i	5	3	-1
(52) CC(=O)N1CCc2cc(S(=O)(=O)CCC(=O)N3CCc4ccccc4C3)ccc21
→ -6	3	0	-4	-9	i	6	4	4
(53) N#Cc1ccc2ccn(CC(=O)NC3CCCCCC3)c2c1
→ 3	0	2	-3	16	i	-7	-3	-1
(54) CCc1ccc(NC(=S)N(CCC(C)C)C2CCN(C(C)=O)CC2)cc1
→ -2	3	-23	-1	4	i	-4	2	1
(55) COc1ccc(S(=O)(=O)N2CCC3(CC2)CC(=O)c2ccccc2O3)cc1C
→ 18	-1	3	-4	6	i	7	-14	-4
(56) CSCCC(NC(=O)CCN1C(=O)c2ccccc2C1=O)C(=O)O (centres undefined)
→ 1	-3	4	5	-6	i	-17	-8	0
(57) CCOC(=O)[C@H]1[C@H]2COc3ccc(Br)cc3[C@@H]2N2C(=O)c3ccc(C)cc3NC(=O)[C@@]12C
→ 5	-2	3	-2	23	i	3	2	0
(58) Nc1nc(Nc2ccccc2Br)nc(C(F)(F)F)n1
→ 5	0	4	-1	-3	i	15	-1	-1
(59) CCn1cnc2cc(NCc3ccc(N(C)C)cc3)ccc21
→ -2	5	10	-1	1	i	2	3	-1
(60) Cc1cc(OCC(=O)Nc2c(C)n(C)n(-c3ccccc3)c2=O)ccc1[N+](=O)[O-]
→ 3	2	13	-3	15	i	8	-2	2

# Reprinted from the part before: three entries, then new ones.
# Each structure is followed by: NRP1-CendR mod	MT1-MMP act inh	MLLE-PAM2 inh	bovine MsrA act	FAS-TE inh	Neddylation inh	SKN-1 inh	eLon inh	Rin1 Abl inh
(58) Nc1nc(Nc2ccccc2Br)nc(C(F)(F)F)n1
→ 5	0	4	-1	-3	i	15	-1	-1
(59) CCn1cnc2cc(NCc3ccc(N(C)C)cc3)ccc21
→ -2	5	10	-1	1	i	2	3	-1
(60) Cc1cc(OCC(=O)Nc2c(C)n(C)n(-c3ccccc3)c2=O)ccc1[N+](=O)[O-]
→ 3	2	13	-3	15	i	8	-2	2
(61) Cc1cc2oc(=O)cc(CN3CCC(C)CC3)c2cc1Cl
→ 5	-3	5	0	28	i	6	-3	3
(62) O=S(=O)(Cc1ccccc1)N1CCCc2ccccc21
→ 0	2	5	-3	2	i	0	-1	0
(63) COc1ccccc1CCNC(=O)c1ccc(C)o1
→ 1	0	18	-1	-6	i	6	-7	5
(64) O=C(NCC(=O)N1CCCC(C(F)(F)F)C1)c1ccco1 (centres undefined)
→ 7	1	-7	-3	-4	i	7	2	2
(65) COc1ccc(NC(=O)CSc2nc3c([nH]c4ccccc43)c(=O)n2C)c(OC)c1
→ -1	2	1	-12	-7	i	-21	8	1
(66) c1ccc(Sc2cnc3ccccc3n2)cc1
→ -1	-1	3	-7	1	i	-13	4	-1
(67) CCCCNC(=S)NC1CCCC1
→ -2	9	-19	-2	-7	i	-8	-2	-2
(68) Brc1ccc(C2=Nn3c(nnc3-c3n[nH]c4c3CCC4)SC2)cc1
→ -2	18	-107	-5	8	i	3	-4	-4
(69) O=C(CSc1nc2ccc([N+](=O)[O-])cc2s1)NCC1CCCO1 (centres undefined)
→ 6	-2	1	-2	13	i	7	-11	3
(70) COc1ccc(C(=O)N(C)Cc2ccc(C)o2)cc1OC1CCN(C(C)C)CC1
→ 3	-5	5	-1	-1	i	19	-4	-4
(71) Cc1nc2ccccc2c(=O)n1NC(=O)c1cccc(Cl)c1
→ 10	-3	16	-1	-1	i	15	-7	2
(72) O=C(NN=Cc1ccc([N+](=O)[O-])cc1)C1CC1
→ 17	1	5	-3	4	i	7	3	-5
(73) Cc1noc(C)c1NC(=O)N(C)C[C@H]1Oc2ccc(NS(=O)(=O)c3c(C)noc3C)cc2C(=O)N([C@H](C)CO)C[C@@H]1C
→ 4	0	1	-2	-9	i	-9	-5	-2
(74) CC(C)c1ccc(-c2c(C#N)c(N)nc(SCC(=O)N3CCCCC3)c2C#N)cc1
→ 4	-6	22	-1	3	i	-1	-3	2
(75) Cc1ccc(S(=O)(=O)N2CCN(C(=O)N3CCCC3)CC2)cc1
→ 9	4	16	-10	-3	i	15	-1	2

# A few values from the entries so far:
# For SKN-1 inh, no. 28 has the entry -20
# For Rin1 Abl inh, no. 9 has the entry 0
# For MLLE-PAM2 inh, no. 27 has the entry 1
# For eLon inh, no. 61 has the entry -3

# High-throughput results (PubChem)
